Lipid storage S3 – qHTS Assay for Lipid Storage Modulators in Drosophila S3 Cells. Drosophila S3 cells, BODIPY lipid droplet fluorescence, 18-24 h; cells fed with added oleic acid. 320,000 compounds, 0.64% hits. lipid storage change, negative = inhibition, % at the top dose, mostly 46.1 µM; hits show Potency in µM; active means well fitted inhibition curve with a large enough effect in the signal ratio, with a control signal flat, not every such curve was filed as active; inconclusive means small, poorly fitted or top-dose-only effect, or effect the other way, or a change in a side signal; the % refers to the signal ratio
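Laser-scanning cytometry quantifies lipid droplet accumulation (500–530 nm total intensity; droplet/cell object ratio) in oleic acid-fed (400 uM added) Drosophila S3 cells treated with a concentration series. 20 uM Triacsin C defined 100% inhibition.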
Lipid storage S3 cell count max – recorded beside Lipid storage S3, whose call it bears; cell number change, %; measured here: cell count max response;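 cells counted by Cell Tracker Red CMTPX staining in the red channel; peak over a dose series mostly up to 46.1 µM; percent activity relative to internal control wells on each plate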
The depositor's hits bear a star; i = inactive; ? = inconclusive; / = not tested or not shown; [ ] = remark or other dose. On the % scale 0 is the no-effect control and ±100 the full control effect; potency means the concentration at half of the fitted maximal effect. Not all compounds are listed (hit frequency here may not be typical).

SMILES | Lipid storage S3 | Lipid storage S3 cell count max
COc1ccc(OC)c(C(=O)NC(CC(N)=O)c2ccc(N3CCCCCC3)c([N+](=O)[O-])c2)c1 (stereo unspecified) | i | 12
O=C(N/N=C/c1cccc(Cl)c1)C(c1ccncc1)N1CCOCC1 (stereo unspecified) | 17% | 10
COc1ccc(Nc2cc(Nc3cc(OC)c(OC)c(OC)c3)ncn2)cc1 | -7% | -7
CCOc1ccc(CNC(=O)c2ccc(Sc3ccc(C)cc3)c(NC(C)=O)c2)cc1OC | 0% | 9
Cc1cc(C(=O)CSc2nc(N)cc(=O)[nH]2)c(C)n1-c1ccc(OC(F)F)cc1 | ? | /
c1cc(-n2nnc3cnccc32)ccn1 | 26% | 8
O=C(OCc1ccc(Br)cc1)c1cccc(-c2nnc(-c3ccccc3)o2)c1 | ? | /
CSCC(=O)N1CCCC(CNC(=O)c2ccccc2Cl)C1 (stereo unspecified) | ? | /
O=C(Nc1ccc(F)cc1)N1CCc2ccccc2C1 | 6% | 2
CCN(CCCNC(=O)c1[nH]c(C)c(C(C)=O)c1C)c1cccc(C)c1 | 9% | -9
Cc1ccc(C(=O)Nc2cccc([N+](=O)[O-])c2)cc1S(=O)(=O)Nc1ccc(NC(=O)c2ccccc2)cc1 | ? | /
O=C(N/N=C/c1ccccc1C(=O)O)c1cccc(S(=O)(=O)N2CCCCC2)c1 | 0% | 0
O=C1CCCc2c1[nH]c1ccc(Cl)cc21 | 6% | 0
O=C(CSc1nnc(-c2ccco2)o1)N1CCOCC1 | ? | /
O=S(=O)(NCC1CCCN(Cc2ccccc2)C1)c1cccc2cccnc12 (stereo unspecified) | 14% | 11
O=C(Nn1cnnc1)c1ccc([N+](=O)[O-])cc1 | 10% | 0
O=C(NC1CCCC1)C(c1ccncc1)N(C(=O)c1csnn1)c1ccc(F)cc1 (stereo unspecified) | ? | /
CC(C)(C)c1csc(NC(=O)CS(=O)(=O)c2ccccc2)n1 | ? | /
COCCCn1c(C)csc1=Nc1cccnc1 | ? | /
COC(=O)Cn1ncc(N(C)Cc2ccccc2)c(Cl)c1=O | ? | /
CCOC(=O)c1cnc2nc[nH]n2c1=O | -2% | 1
Cc1ccc(C(=O)c2ccccc2C(=O)OCC(=O)NCCc2ccc(Cl)cc2Cl)cc1 | ? | /
COc1ccccc1OCCn1c(SCC(N)=O)nc2ccccc21 | -14% | 8
CN(Cc1ccccc1)c1c([N+](=O)[O-])c(=O)n(C)c2ccccc12 | -4% | 2
COC(=O)C1=C(C)NC(C)=C(C(=O)OC)C1c1cc2ccc(C)cc2[nH]c1=O | ? | /
O=[N+]([O-])c1ccccc1OCCNCc1ccccc1 | -12% | 9
CCc1nn(C)c(N)c1C | 4% | -5
Cc1ccc(-n2ncc3c2CCCC3NC(=O)CCN2CCCC2=O)cc1C (stereo unspecified) | ? | /
CCOC(=O)c1ccc(NC(=O)CSc2nnc(C)n2-c2ccccc2)cc1 | ? | /
Nc1nnn(CC(=O)N/N=C/c2ccco2)n1 | 4% | 7

Next section, starting with the last 6 of the part before.
SMILES | Lipid storage S3 | Lipid storage S3 cell count max
COC(=O)C1=C(C)NC(C)=C(C(=O)OC)C1c1cc2ccc(C)cc2[nH]c1=O | ? | /
O=[N+]([O-])c1ccccc1OCCNCc1ccccc1 | -12% | 9
CCc1nn(C)c(N)c1C | 4% | -5
Cc1ccc(-n2ncc3c2CCCC3NC(=O)CCN2CCCC2=O)cc1C (stereo unspecified) | ? | /
CCOC(=O)c1ccc(NC(=O)CSc2nnc(C)n2-c2ccccc2)cc1 | ? | /
Nc1nnn(CC(=O)N/N=C/c2ccco2)n1 | 4% | 7
NC(=O)CC(NC(=O)c1ccc(Br)cc1)c1ccc(N2CCN(c3ccccn3)CC2)c([N+](=O)[O-])c1 (stereo unspecified) | 16% | 6
S=c1[nH]nc(-c2ccccc2Cl)n1CC1CCCO1 (stereo unspecified) | ? | /
CCOc1ccc(NC(=O)CCN2CCN(c3ccccc3)CC2)cc1 | i | /
COc1ccc(-c2[nH]ncc2-c2csc(C)n2)c(O)c1 | 6% | -11
Cc1ccc(CNC(=O)c2cccc3c2C(=O)c2ccc(N4CCC(C)CC4)cc2S3(=O)=O)cc1 | ? | /
CN(C)/C=C(\C#N)S(=O)(=O)c1ccccc1 | ? | /
c1ccc(CC2CCN(c3nc4ccccc4n4cnnc34)CC2)cc1 | ? | /
CC1CCCCN1S(=O)(=O)c1coc(C(N)=O)c1 (stereo unspecified) | ? | /
Cc1onc(-c2c(Cl)cccc2Cl)c1C(=O)N=S(C)(=O)c1ccccc1 (stereo unspecified) | -5% | 5
O=Nc1c2nc3ccccc3n(O)c-2c2ccccc12 | ? | /
Cc1ccsc1C(=O)N(c1nc2ccccc2s1)c1c(C)cccc1C | ? | /
Cc1ccc(C)c(OCCC(=O)NNC(=O)c2ccncc2)c1 | i | -10
Cc1ccc(S(=O)(=O)Cc2ccc(C(=O)N3CCN(c4ccccn4)CC3)o2)cc1 | ? | /
CCc1ccccc1NC(=O)CNC(=O)c1cccc(S(=O)(=O)N2CCN(Cc3ccccc3)CC2)c1 | ? | /
CC1Cc2ccccc2N1C(=O)c1ccc2snnc2c1 (stereo unspecified) | 14% | -8
Cc1cccc(OCc2nnc(SCC(=O)N3c4ccccc4Sc4ccc(Cl)cc43)o2)c1 | ? | /
Cc1cccc(C(C)C)c1NC(=O)CSc1nncn1C | i | /
Cc1ccc(OCCn2c(C3CC(=O)N(Cc4ccccc4)C3)nc3ccccc32)cc1 (stereo unspecified) | ? | /
CCOC(=O)N1CCN(C(=O)CN(C2CCCCC2)S(=O)(=O)c2ccc(Cl)cc2)CC1 | i | /
O=C(c1ccc2c(c1)OCO2)N(CC1CCCO1)C1(C(=O)NC2CCCCC2)CCCCC1 (stereo unspecified) | 5% | 2
COc1cc(OC)cc(C(=O)Nc2ccc3nc4n(c(=O)c3c2)CCCC4)c1 | 4% | -15
N#Cc1ccsc1NC(=O)c1cccc(-n2cnnn2)c1 | ? | /
Fc1ccc(N2N=C(c3cccs3)CC2c2ccco2)c(F)c1 (stereo unspecified) | ? | /
CCOc1ccc(NC(=O)CCN2CCN(S(=O)(=O)c3ccc(OC)cc3)CC2)cc1 | ? | /
O=C1CN=C(Nc2ccccc2Cl)N1c1ccccc1 | 3% | -28
COCC(=O)Nc1cc(C)cn(Cc2ccccc2Cl)c1=O | -19% | -2
CC(C)(C)CC(C)(C)NCC(O)COCCOc1ccc(Br)cc1 (stereo unspecified) | 4% | -8
CCC(=O)N(Cc1ccc(C)cc1)Cc1cc2cc3c(cc2[nH]c1=O)OCO3 | ? | /
O=C(NCCc1ccccc1)C1CCN(S(=O)(=O)c2cccs2)CC1 | ? | /
O=C(Nc1nc(-c2cccc3ccccc23)cs1)c1ccc2c(c1)S(=O)(=O)c1ccccc1C2=O | ? | /
O=S(=O)(NC1CCCCCC1)c1ccc(Br)s1 | -25% | -21
COc1ccc(CNC(=O)C(c2ccco2)N(C(=O)c2ccccn2)c2ccccc2)cc1 (stereo unspecified) | ? | /
COc1ccc(NC(=O)N(CCCN(C)C)Cc2cc3cc(OC)ccc3[nH]c2=O)cc1 | 13% | 5
COc1cccc(NC(=O)Cn2c(=O)n(CCC(=O)NCc3ccco3)c(=O)c3ccccc32)c1 | ? | /
CC(=O)Nc1ccc2nc(NS(=O)(=O)c3ccc(C)cc3)sc2c1 | 14% | 2
Cc1c(CCC(=O)O)c(=O)oc2cc3occ(-c4ccc(Br)cc4)c3cc12 | ? | /
CCOc1ccc2nc(NCCNC(=S)NCCCN(C)C)c(C#N)cc2c1 | ? | /
COC(=O)Cc1ccc2c3ccccc3n(C)c2c1 | ? | /
COc1cc(NC(=O)Cc2nn(C)c(=O)c3ccccc23)cc(OC)c1OC | -9% | -7
O=C(c1ccccc1)c1ccccc1C(=O)N1CCN(C(=O)c2ccccc2)CC1 | ? | /

Record cards, from the list above:
Entry for COc1cc(NC(=O)Cc2nn(C)c(=O)c3ccccc23)cc(OC)c1OC → Lipid storage S3 = -9%; Lipid storage S3 cell count max = -7
Entry for CC(=O)Nc1ccc2nc(NS(=O)(=O)c3ccc(C)cc3)sc2c1 → Lipid storage S3 = 14%; Lipid storage S3 cell count max = 2

More results:
SMILES | Lipid storage S3 | Lipid storage S3 cell count max
COc1ccc(S(=O)(=O)Nc2c(C(=O)O)[nH]c3ccccc23)cc1OC | 25% | 2
Cc1nc2nc(CNC(=O)OC(C)(C)C)nn2c(C)c1CCC(=O)Nc1ccc2c(c1)OCO2 | ? | /
O=C(NNC(=S)NC(=O)c1cccs1)c1ccc(NC(=O)c2ccccc2)cc1 | ? | /
CCOC(=O)c1ccc(N2Cc3ccccc3C2=N)cc1 | 3% | -25
Cc1ccc(-c2nnc(SCC(=O)Nc3ccc(N4CCOCC4)cc3)o2)cc1 | 13% | -5
O=C(NCCc1ccccc1)c1c(O)c2cccc3c2n(c1=O)CC3 | i | 2
CCn1cc(C(=O)N2CCN(c3ccccn3)CC2)c(=O)c2cc(S(=O)(=O)N(C)C3CCCCC3)ccc21 | 4% | 8
CCCCN1CCCCC1C(=O)Nc1c(C)cc(C)cc1C (stereo unspecified) | i | 0
COc1ccccc1NS(=O)(=O)c1ccc(NN=C2CCCC2)c([N+](=O)[O-])c1 | ? | /
O=C(CN1CCN(C(=O)C2CC2)CC1)Nc1ccc(Cl)cc1F | 15% | /
Cc1[nH]c2c(Cl)cccc2c(=O)c1CN1CCCCCC1 | 14% | 5
COCCn1c(=N)c(S(=O)(=O)c2ccc(Br)cc2)cc2c(=O)n3ccccc3nc21 | ? | /
Brc1ccc(-c2cnc3n2CCCC3)cc1 | 25% | 18
COc1ccc(/C=N/NC(=O)c2nc(-c3ccccc3)n(-c3ccccc3)n2)c(O)c1 | -1% | -11
COc1cc(CNCCN2CCOCC2)ccc1OCc1cccc(Cl)c1 | -16% | 10
S=c1nc(-c2ccccc2)n(Cc2cccnc2)c2c1CCCC2 | -1% | 22
CCCCNC(=O)c1ccc(C)c(NC(=O)C2=C(C)OCCS2)c1 | ? | /
COCCCNC(=O)Cn1cc2c(n1)CCCCC2 | ? | /
Cc1ccc(S(=O)(=O)Nc2ccccc2N2CCOCC2)cc1 | ? | /
CC(C)(C)C(=O)NC1CCN(CC(=O)Nc2ccc3c(c2)OCO3)CC1 | ? | /
O=C(OC1CCOC1=O)c1ccc(-c2nc3ccccc3s2)s1 (stereo unspecified) | ? | /
COCCNC(=O)CCc1nnc(C2(c3ccc(Cl)cc3)CCC2)o1 | 30% | /
c1csc(-c2nc3ccccc3s2)c1 | 9% | 6
Cc1ccc(NC(=O)C(CC(=O)O)C2CCCO2)c(C)c1 (stereo unspecified) | -4% | 6
COc1cccc2c1c(NC(=O)Nc1ccc(F)cc1F)nn2C | 4% | -9
Cc1cc(C)c2c(c1)N[C@H](c1cccs1)[C@@H]1CCO[C@H]21 | -1% | 8
CCOc1ccc(NC(=O)CCC(=O)N2CCSc3ccccc32)cc1 | -8% | -23
CCOC(=O)C1CCCN(S(=O)(=O)c2cc(Br)cc3c2N(C(=O)C2CC2)CC3)C1 (stereo unspecified) | 20% | -2
COc1ccc(C(=O)N/C(=C/c2cccs2)C(=O)NN)cc1OC | ? | /
CN(C)C(=S)NC(=O)c1cccc(Cl)c1 | ? | /

Four entries from above, with two lines to a compound.
Order of values: Lipid storage S3, Lipid storage S3 cell count max
Cc1cc(C)c2c(c1)N[C@H](c1cccs1)[C@@H]1CCO[C@H]21
    -1%, 8
O=C(OC1CCOC1=O)c1ccc(-c2nc3ccccc3s2)s1 (stereo unspecified)
    ?, /
CCOc1ccc(NC(=O)CCC(=O)N2CCSc3ccccc32)cc1
    -8%, -23
c1csc(-c2nc3ccccc3s2)c1
    9%, 6

The listing continues:
SMILES | Lipid storage S3 | Lipid storage S3 cell count max
COc1ccc(C(CC(=O)N2CCN(C)CC2)NC(=O)C(F)(F)F)cc1 (stereo unspecified) | -1% | 0
O=C(NC1CCS(=O)(=O)C1)c1sc2ccccc2c1Cl (stereo unspecified) | 9% | -5
O=c1c(/C=N/N2CCOCC2)c(C(F)(F)F)[nH]n1-c1ccccc1 | ? | /
Cc1ccc(NC(=O)CCC(=O)c2cccs2)nc1 | i | /
O=C1/C(=C\Nc2ccc(OC(F)(F)F)cc2)CCN1c1ncccn1 | ? | /
O=C(/C=C/c1ccc(O)cc1)c1ccc(O)cc1O | -6% | -15
CCSc1nnc2n(-c3ccc(OC)cc3)c(=O)c3c4c(sc3n12)CCCC4 | ? | /
CCOC(=O)C1=NN(C(=O)Nc2cccc(C(F)(F)F)c2)C2C(=O)N(c3cccc(C(F)(F)F)c3)C(=O)C12 (stereo unspecified) | ? | /
O=C(O)c1cccc(CN2C(=O)CSC2=O)c1 | -9% | 11
COc1ccc(-c2cn(-c3ccc(C)cc3)c(=O)n2CC(=O)Nc2ccc(OC)c(OC)c2)cc1 | ? | /
COc1ccc([C@H]2C=C3CN(C(=O)OC(C)(C)C)S(=O)(=O)[C@H]3C[C@H]2OC(=O)c2cccs2)cc1 | 17% | 10
CC(C)CN(C(=O)c1ccc(=O)n(C)n1)c1nc2ccccc2s1 | ? | /
CC(C)CC(=O)Nc1nnc(SCC(=O)Nc2ccc(F)cc2)s1 | -14% | 12
CCOC(=O)c1ccc(NC(=O)CSc2nc3cccnc3n2C)cc1 | ? | /
CN1CCN(C(=S)Nc2ccc(Oc3ccccc3)cc2)CC1 | ? | /
CCOc1ccc(C(C)=O)cc1CSc1nnc(-c2ccoc2C)n1N | ? | /
COc1cc(C(=O)NCC(=O)N2CCN(S(=O)(=O)c3ccccc3)CC2)cc(OC)c1OC | -13%[0.0737 µM] | /
CCC1(C)Cc2c(sc(NC(=O)CCC(=O)O)c2C#N)CO1 (stereo unspecified) | ? | /

Bioassay records deposited in PubChem by National Center for Advancing Translational Sciences (NCATS).
